TRPC4 block: blocks the mouse TRPC4 cation channel. Q9QUQ5. HEK293 TRPC4beta/mu-opioid, DAMGO-evoked Fluo4 calcium flux; stronger effect = lower value. B-score at 10 µM. actives 0.39% (n = 300,000);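 active means B-score over 3 SD under the library average, no early fluorescence shift, positive overall ratio signal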
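Signal: kinetic Fluo4 fluorescence imaging of calcium influx. Material: stable TRPC4beta/mu-opioid receptor HEK293 cells. Probe or stimulus: DAMGO in two steps, submaximal then maximal.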
PolyA inhibitor: yeast polyadenylation inhibition; S. cerevisiae SKY197-pL101 polyadenylation reporter, beta-gal luminescence; efflux-impaired pdr1/pdr3 knockout yeast; score 100 = 6 SD above DMSO; calls only at 12 µM; actives 0.02% (n = 300,000); AID 1875;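 active means lowest replicate activity score at least 50, where 100 means six control SD above control mean; inconclusive means lowest score under 50 but half or more replicates reach 50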;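 further: yeast exposed to compound for 9 h at 30 °C; higher score means more reporter readthrough which indicates perturbed polyadenylation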
KCNQ1 pot: potentiators or activators of human KCNQ1 potassium channel | B-score at 10 µM | actives 0.35% (n = 310,000) | CHO-K1 KCNQ1, thallium flux FluxOR fluorescence; stronger effect = higher value | P51787 | AID 2648;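 active means fluorescence ratio B-score, a plate-corrected score, at least three library SD, with initial intensity B-score within 5 SD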
Target sequence (P51787 whole entry, looked up): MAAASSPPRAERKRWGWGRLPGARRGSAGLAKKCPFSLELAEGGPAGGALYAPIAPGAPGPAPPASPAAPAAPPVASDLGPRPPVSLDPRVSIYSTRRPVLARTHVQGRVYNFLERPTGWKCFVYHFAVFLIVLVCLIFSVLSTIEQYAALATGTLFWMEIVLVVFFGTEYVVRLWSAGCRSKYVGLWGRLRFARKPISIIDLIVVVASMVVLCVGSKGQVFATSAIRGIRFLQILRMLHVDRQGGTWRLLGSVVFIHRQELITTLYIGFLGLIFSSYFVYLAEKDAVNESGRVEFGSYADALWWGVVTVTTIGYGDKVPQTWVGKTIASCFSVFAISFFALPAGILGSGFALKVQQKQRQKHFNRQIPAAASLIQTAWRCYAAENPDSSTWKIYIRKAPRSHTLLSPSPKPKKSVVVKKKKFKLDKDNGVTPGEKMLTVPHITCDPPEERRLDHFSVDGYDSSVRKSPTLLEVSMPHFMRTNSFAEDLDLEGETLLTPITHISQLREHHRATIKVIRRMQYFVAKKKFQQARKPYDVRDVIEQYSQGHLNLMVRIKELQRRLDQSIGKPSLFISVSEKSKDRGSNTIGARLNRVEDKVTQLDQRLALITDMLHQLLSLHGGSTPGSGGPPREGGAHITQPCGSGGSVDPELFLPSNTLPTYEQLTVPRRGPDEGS
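System: CHO-K1 cells stably expressing KCNQ1 / Medium: assay buffer for compound exposure, DMSO matched across wells / Reagent: thallium- and potassium-containing depolarizing buffer / Compound: one concentration, matched DMSO / Incubation: 20 min compound pretreatment at room temperature / Measured by: kinetic FluxOR fluorescence, 10 s baseline plus 110 s post-stimulus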
KCNK9 block: human KCNK9 channel inhibition | Q9NPC2 | HEK293 KCNK9, FluxOR thallium flux fluorescence; stronger effect = lower value | B-score at 10 µM | actives 1.2% (n = 310,000) | AID 488922;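 active means ratio B-score over 3 SD below the library mean, with starting fluorescence within 5 SD of its mean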;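 further: negative B-score means less thallium flux so channel inhibition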
Target sequence (Q9NPC2 whole entry, looked up): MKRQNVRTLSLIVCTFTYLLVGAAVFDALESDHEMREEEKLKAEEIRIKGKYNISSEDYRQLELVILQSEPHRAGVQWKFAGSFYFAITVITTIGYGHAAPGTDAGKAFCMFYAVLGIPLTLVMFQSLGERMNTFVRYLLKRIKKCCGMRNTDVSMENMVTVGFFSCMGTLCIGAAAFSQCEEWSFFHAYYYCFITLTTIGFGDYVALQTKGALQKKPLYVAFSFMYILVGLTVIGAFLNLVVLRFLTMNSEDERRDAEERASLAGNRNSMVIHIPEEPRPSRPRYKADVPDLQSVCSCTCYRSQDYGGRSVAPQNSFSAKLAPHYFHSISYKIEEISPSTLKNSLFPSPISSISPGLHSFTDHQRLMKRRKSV
hERG rescue: compounds protecting human hERG from proarrhythmic drug block. Q12809. CHO-hERG, FluxOR thallium flux, dofetilide IC70 present. activation (rescue from dofetilide block), less the hit threshold, % at 10 µM. actives 0.51% (n = 310,000). AID 1511;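 active means activation above the mean of controls blocked by dofetilide plus 5 SD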;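 further: thallium influx through hERG after potassium depolarization seen as dye fluorescence rise; in these data hits start at about 4.7%; inactives centre near -7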
Platelet DG rel: platelet dense granule release activity | human platelet-rich plasma, SFLLRN dense granule ATP release, luminescence | inhibition, %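 (compounds screened at 7.5 µM in platelet-rich plasma)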 | actives 0.22% (n = 300,000) | AID 1663;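 active means mean replicate score, as percent of positive control, at or above 50; inconclusive means mean below 50 but at least one replicate at or above 50; inactive means mean and every replicate below 50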
TRPC4 agonist: TRPC4 (mouse) channel activation; Q9QUQ5; HEK293 TRPC4beta/mu-opioid, Fluo4 calcium fluorescence; stronger effect = higher value; B-score at 10 µM; actives 0.49% (n = 310,000); AID 2237;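 active means B-score above 5 SD of library B-scores, and initial fluorescence ratio not above library mean plus 5 SD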;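 further: positive B-score marks a calcium rise read as TRPC4 activation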
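Incubation: 45 min room-temperature Fluo4 loading, 110 s read / System: HEK293 cells stably co-expressing mouse TRPC4beta and mu-opioid receptor / Signal: Fluo4 fluorescence, kinetic / Control set: buffer (low) and maximal DAMGO (high) / Measure: integrated baseline-normalised fluorescence ratio, converted to per-well B score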
Dyrk1A ADPGlo: blocks rat Dyrk1A kinase activity; actives 0.43% (n = 310,000); inhibition, % at 12.5 µM; ADP-Glo luminescence, NFATc1 peptide; AID 504441; Q63470; in the data active means inhibition above about 50%;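 further: plate controls were vehicle with enzyme for no effect and no enzyme for full effect; many of its hits are not listed in these tables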
KCNQ1 inh: inhibitors of human KCNQ1 potassium channel. P51787. CHO-K1 KCNQ1, FluxOR thallium flux fluorescence; stronger effect = higher value. B-score at 10 µM. actives 1.3% (n = 310,000);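 active means compounds whose thallium flux B-score, printed positive for inhibition, exceeds three library SD while starting fluorescence stays within three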;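 further: channel opened by potassium depolarization with thallium stimulus after 20 min compound exposure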
KCNK3 block: human KCNK3 channel inhibition, primary screen; CHO-KCNK3 thallium flux, FluxOR fluorescence; stronger effect = lower value; B-score at 10 µM; actives 0.84% (n = 340,000); AID 602410;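 active means B-score under library mean minus 4 SD, starting fluorescence ratio at most library mean plus 5 SD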;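 further: more negative B-score means stronger inhibition of thallium flux through KCNK3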
TRPC4 potent: allosterically enhances the mouse TRPC4 cation channel | Q9QUQ5 | HEK293 TRPC4beta/mu-opioid, DAMGO EC20, Fluo-4 Ca2+ flux; stronger effect = higher value | B-score at 10 µM | actives 0.42% (n = 310,000);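 active means B-score of calcium response area above 5 SD of library B-scores, with initial fluorescence ratio within 5 SD of library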;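 further: B-score of integrated fluorescence ratio over time as area under calcium response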
* hit, by the source's call.

How did Cc1cc(C)cc(OCCN2CCOCC2)c1 do in these assays?
TRPC4 block: inactive; PolyA inhibitor: inactive; KCNQ1 pot: inactive; KCNK9 block: inactive; hERG rescue: -8; Platelet DG rel: 6; TRPC4 agonist: inactive; KCNQ1 inh: inactive; KCNK3 block: inactive; TRPC4 potent: inactive

Results for COc1ccccc1NC(=O)c1ccc(C)s1 ?
TRPC4 block: inactive; PolyA inhibitor: inactive; KCNQ1 pot: inactive; KCNK9 block: inactive; hERG rescue: -12; Platelet DG rel: 1; TRPC4 agonist: inactive; Dyrk1A ADPGlo: -1; KCNQ1 inh: inactive; KCNK3 block: inactive; TRPC4 potent: inactive

Results for Cc1ccccc1Nc1nnc(SCC(=O)c2cc3ccccc3o2)s1 ?
TRPC4 block: inactive; PolyA inhibitor: inactive; KCNQ1 pot: inactive; KCNK9 block: inactive; hERG rescue: -10; Platelet DG rel: 2; TRPC4 agonist: inactive; Dyrk1A ADPGlo: 1; KCNQ1 inh: inactive; KCNK3 block: inactive; TRPC4 potent: inactive

Results for O=C(CCc1ccccc1)Nc1ccccc1F ?
TRPC4 block: inactive; PolyA inhibitor: inactive; KCNQ1 pot: inactive; KCNK9 block: inactive; hERG rescue: -7; Platelet DG rel: 14; TRPC4 agonist: inactive; Dyrk1A ADPGlo: -3; KCNQ1 inh: inactive; KCNK3 block: inactive; TRPC4 potent: inactive

Results for Cc1occc1C(=O)NCc1nc(-c2ccc(Cl)cc2)no1 ?
TRPC4 block: inactive; PolyA inhibitor: inactive; KCNQ1 pot: inactive; KCNK9 block: inactive; hERG rescue: -10; Platelet DG rel: 5; TRPC4 agonist: inactive; Dyrk1A ADPGlo: 3; KCNQ1 inh: inactive; KCNK3 block: inactive; TRPC4 potent: inactive

Results for CCc1ccc(OCc2cccc(C(=O)N/N=C\c3cnn(C)c3C)c2)cc1 ?
TRPC4 block: inactive; PolyA inhibitor: inactive; KCNQ1 pot: inactive; KCNK9 block: inactive; hERG rescue: -5; Platelet DG rel: 2; TRPC4 agonist: inactive; Dyrk1A ADPGlo: 3; KCNQ1 inh: inactive; KCNK3 block: inactive; TRPC4 potent: inactive

How did CN(Cc1ccccc1)Cc1c[nH]c2ccccc12 do in these assays?
TRPC4 block: inactive; PolyA inhibitor: inactive; KCNQ1 pot: inactive; KCNK9 block: inactive; hERG rescue: -6; Platelet DG rel: 7; TRPC4 agonist: inactive; Dyrk1A ADPGlo: 4; KCNQ1 inh: inactive; KCNK3 block: inactive; TRPC4 potent: inactive

How did Cn1cc(Cl)c(-c2nc3ccccc3[nH]2)n1 do in these assays?
TRPC4 block: inactive; PolyA inhibitor: inactive; KCNQ1 pot: inactive; KCNK9 block: inactive; hERG rescue: -3; Platelet DG rel: -15; TRPC4 agonist: inactive; Dyrk1A ADPGlo: 6; KCNQ1 inh: inactive; KCNK3 block: inactive; TRPC4 potent: inactive

How did Cc1ccccc1NC(=O)N1CCC(NC(=O)C2CCCCC2)CC1 do in these assays?
TRPC4 block: inactive; PolyA inhibitor: inactive; KCNQ1 pot: inactive; KCNK9 block: inactive; hERG rescue: -6; Platelet DG rel: -5; TRPC4 agonist: inactive; Dyrk1A ADPGlo: -8; KCNQ1 inh: inactive; KCNK3 block: inactive; TRPC4 potent: inactive

Results for Cc1onc(C(=O)/C=C/N(C)C)c1C(=O)Nc1nccs1 ?
TRPC4 block: inactive; PolyA inhibitor: inactive; KCNQ1 pot: inactive; KCNK9 block: inactive; hERG rescue: -7; Platelet DG rel: -3; TRPC4 agonist: inactive; Dyrk1A ADPGlo: 4; KCNQ1 inh: inactive; KCNK3 block: inactive; TRPC4 potent: inactive

Next section (2 carried over from the part before).
How did Cc1ccccc1NC(=O)N1CCC(NC(=O)C2CCCCC2)CC1 do in these assays?
TRPC4 block: inactive; PolyA inhibitor: inactive; KCNQ1 pot: inactive; KCNK9 block: inactive; hERG rescue: -6; Platelet DG rel: -5; TRPC4 agonist: inactive; Dyrk1A ADPGlo: -8; KCNQ1 inh: inactive; KCNK3 block: inactive; TRPC4 potent: inactive

Results for Cc1onc(C(=O)/C=C/N(C)C)c1C(=O)Nc1nccs1 ?
TRPC4 block: inactive; PolyA inhibitor: inactive; KCNQ1 pot: inactive; KCNK9 block: inactive; hERG rescue: -7; Platelet DG rel: -3; TRPC4 agonist: inactive; Dyrk1A ADPGlo: 4; KCNQ1 inh: inactive; KCNK3 block: inactive; TRPC4 potent: inactive

How did Cc1ccc(C)c(NC(=O)c2ccccc2NC(=O)C2CCCO2)c1 (stereo not given) do in these assays?
TRPC4 block: inactive; PolyA inhibitor: inactive; KCNQ1 pot: inactive; KCNK9 block: inactive; hERG rescue: -6; Platelet DG rel: -2; TRPC4 agonist: inactive; Dyrk1A ADPGlo: 2; KCNQ1 inh: inactive; KCNK3 block: inactive; TRPC4 potent: inactive

What do the screens show for `Cc1cccc(CCN(CC(=O)NCc2ccc(F)cc2)C(=O)c2csnn2)c1`?
TRPC4 block: inactive; PolyA inhibitor: inactive; KCNQ1 pot: inactive; KCNK9 block: inactive; hERG rescue: -7; Platelet DG rel: 0; TRPC4 agonist: inactive; Dyrk1A ADPGlo: 2; KCNQ1 inh: inactive; KCNK3 block: inactive; TRPC4 potent: inactive

How did Fc1ccccc1NC(=S)Nc1ccc(CN2CCOCC2)cc1 do in these assays?
TRPC4 block: inactive; PolyA inhibitor: inactive; KCNQ1 pot: inactive; KCNK9 block: inactive; hERG rescue: -9; Platelet DG rel: 2; TRPC4 agonist: inactive; Dyrk1A ADPGlo: -4; KCNQ1 inh: inactive; KCNK3 block: inactive; TRPC4 potent: inactive

Results for CC(C)c1ccc(NC(=S)Nc2cccc3ccccc23)cc1 ?
TRPC4 block: inactive; PolyA inhibitor: inactive; KCNQ1 pot: inactive; KCNK9 block: inactive; hERG rescue: -8; Platelet DG rel: 12; TRPC4 agonist: inactive; Dyrk1A ADPGlo: -1; KCNQ1 inh: inactive; KCNK3 block: -8.9*; TRPC4 potent: inactive

Results for COc1ccc(OC)c(/C=N/c2oc(-c3ccco3)c(-c3ccco3)c2C#N)c1 ?
TRPC4 block: inactive; PolyA inhibitor: inactive; KCNQ1 pot: inactive; KCNK9 block: inactive; hERG rescue: -3; Platelet DG rel: 6; TRPC4 agonist: inactive; Dyrk1A ADPGlo: 0; KCNQ1 inh: inactive; KCNK3 block: inactive; TRPC4 potent: inactive

How did Cc1ccc(OCC(=O)NNC(=O)C2CCN(c3nc(C)cc(C)n3)CC2)cc1 do in these assays?
TRPC4 block: inactive; PolyA inhibitor: inactive; KCNQ1 pot: inactive; KCNK9 block: inactive; hERG rescue: 0; Platelet DG rel: -2; TRPC4 agonist: inactive; Dyrk1A ADPGlo: 24; KCNQ1 inh: inactive; KCNK3 block: inactive; TRPC4 potent: inactive

What do the screens show for `CCCn1c(SCC(=O)N2CCCC(C)C2)nnc1-c1ccccn1` (stereo not given)?
TRPC4 block: inactive; PolyA inhibitor: inactive; KCNQ1 pot: inactive; KCNK9 block: inactive; hERG rescue: -6; Platelet DG rel: inconclusive; TRPC4 agonist: inactive; Dyrk1A ADPGlo: 5; KCNQ1 inh: inactive; KCNK3 block: inactive; TRPC4 potent: inactive

Results for CC(C)(C)c1n[nH]c(=S)n(/N=C/c2cccs2)c1=O ?
TRPC4 block: inactive; PolyA inhibitor: inactive; KCNQ1 pot: inactive; KCNK9 block: inactive; hERG rescue: -2; Platelet DG rel: -3; TRPC4 agonist: inactive; Dyrk1A ADPGlo: -4; KCNQ1 inh: inactive; KCNK3 block: inactive; TRPC4 potent: inactive

How did C/C(=N\OC(=O)c1cccc(C(F)(F)F)c1)c1sc(-c2ccccc2)nc1C do in these assays?
TRPC4 block: inactive; PolyA inhibitor: inactive; KCNQ1 pot: inactive; KCNK9 block: inactive; hERG rescue: -8; Platelet DG rel: 17; TRPC4 agonist: inactive; KCNQ1 inh: inactive; KCNK3 block: inactive; TRPC4 potent: inactive

What do the screens show for `COCCn1c(SCC(=O)c2ccc3c(c2)OCCO3)nnc1-c1ccco1`?
TRPC4 block: inactive; PolyA inhibitor: inactive; KCNQ1 pot: inactive; KCNK9 block: inactive; hERG rescue: -5; Platelet DG rel: 1; TRPC4 agonist: inactive; Dyrk1A ADPGlo: 5; KCNQ1 inh: inactive; KCNK3 block: inactive; TRPC4 potent: inactive

What do the screens show for `Cc1ccc(S(=O)(=O)NCC(=O)OCC(=O)NC(=O)NC2CCCC2)cc1`?
TRPC4 block: inactive; PolyA inhibitor: inactive; KCNQ1 pot: inactive; KCNK9 block: inactive; hERG rescue: 2; Platelet DG rel: 10; TRPC4 agonist: inactive; Dyrk1A ADPGlo: 5; KCNQ1 inh: inactive; KCNK3 block: inactive; TRPC4 potent: inactive

How did N#Cc1ccccc1S(=O)(=O)N1CCN(C(=O)c2ccc(-n3cncn3)c([N+](=O)[O-])c2)CC1 do in these assays?
TRPC4 block: inactive; PolyA inhibitor: inactive; KCNQ1 pot: inactive; KCNK9 block: inactive; hERG rescue: -13; Platelet DG rel: 0; TRPC4 agonist: inactive; Dyrk1A ADPGlo: 5; KCNQ1 inh: inactive; KCNK3 block: inactive; TRPC4 potent: inactive

Results for COc1ccccc1CNS(=O)(=O)c1ccc(-n2cnnn2)c(OC)c1 ?
TRPC4 block: inactive; PolyA inhibitor: inactive; KCNQ1 pot: inactive; KCNK9 block: inactive; hERG rescue: -3; Platelet DG rel: 2; TRPC4 agonist: inactive; Dyrk1A ADPGlo: 5; KCNQ1 inh: inactive; KCNK3 block: inactive; TRPC4 potent: inactive

What do the screens show for `CCn1c(SCC(=O)Nc2cc(C)on2)nc2c(c1=O)SCC2`?
TRPC4 block: inactive; PolyA inhibitor: inactive; KCNQ1 pot: inactive; KCNK9 block: inactive; hERG rescue: -8; Platelet DG rel: -9; TRPC4 agonist: inactive; Dyrk1A ADPGlo: -1; KCNQ1 inh: inactive; KCNK3 block: inactive; TRPC4 potent: inactive

Results for COC(=O)c1cc(NC(=O)CSc2nnc(N)s2)ccc1Cl ?
TRPC4 block: inactive; PolyA inhibitor: inactive; KCNQ1 pot: inactive; KCNK9 block: inactive; hERG rescue: -3; Platelet DG rel: 3; TRPC4 agonist: inactive; Dyrk1A ADPGlo: 1; KCNQ1 inh: inactive; KCNK3 block: inactive; TRPC4 potent: inactive

Screening results from PubChem.

Not all compounds are listed, so the mix of outcomes need not match the whole.
